TcdB inh – inhibitors of Clostridioides difficile toxin B glycohydrolase | TcdB glycohydrolase enzymatic assay, plate reader | AID 652162 | 350,000 tested, 0.24% active | inhibition, % at 9.99 µM; in the data active = inhibition above about 10%
Target sequence (P18177 whole entry, looked up): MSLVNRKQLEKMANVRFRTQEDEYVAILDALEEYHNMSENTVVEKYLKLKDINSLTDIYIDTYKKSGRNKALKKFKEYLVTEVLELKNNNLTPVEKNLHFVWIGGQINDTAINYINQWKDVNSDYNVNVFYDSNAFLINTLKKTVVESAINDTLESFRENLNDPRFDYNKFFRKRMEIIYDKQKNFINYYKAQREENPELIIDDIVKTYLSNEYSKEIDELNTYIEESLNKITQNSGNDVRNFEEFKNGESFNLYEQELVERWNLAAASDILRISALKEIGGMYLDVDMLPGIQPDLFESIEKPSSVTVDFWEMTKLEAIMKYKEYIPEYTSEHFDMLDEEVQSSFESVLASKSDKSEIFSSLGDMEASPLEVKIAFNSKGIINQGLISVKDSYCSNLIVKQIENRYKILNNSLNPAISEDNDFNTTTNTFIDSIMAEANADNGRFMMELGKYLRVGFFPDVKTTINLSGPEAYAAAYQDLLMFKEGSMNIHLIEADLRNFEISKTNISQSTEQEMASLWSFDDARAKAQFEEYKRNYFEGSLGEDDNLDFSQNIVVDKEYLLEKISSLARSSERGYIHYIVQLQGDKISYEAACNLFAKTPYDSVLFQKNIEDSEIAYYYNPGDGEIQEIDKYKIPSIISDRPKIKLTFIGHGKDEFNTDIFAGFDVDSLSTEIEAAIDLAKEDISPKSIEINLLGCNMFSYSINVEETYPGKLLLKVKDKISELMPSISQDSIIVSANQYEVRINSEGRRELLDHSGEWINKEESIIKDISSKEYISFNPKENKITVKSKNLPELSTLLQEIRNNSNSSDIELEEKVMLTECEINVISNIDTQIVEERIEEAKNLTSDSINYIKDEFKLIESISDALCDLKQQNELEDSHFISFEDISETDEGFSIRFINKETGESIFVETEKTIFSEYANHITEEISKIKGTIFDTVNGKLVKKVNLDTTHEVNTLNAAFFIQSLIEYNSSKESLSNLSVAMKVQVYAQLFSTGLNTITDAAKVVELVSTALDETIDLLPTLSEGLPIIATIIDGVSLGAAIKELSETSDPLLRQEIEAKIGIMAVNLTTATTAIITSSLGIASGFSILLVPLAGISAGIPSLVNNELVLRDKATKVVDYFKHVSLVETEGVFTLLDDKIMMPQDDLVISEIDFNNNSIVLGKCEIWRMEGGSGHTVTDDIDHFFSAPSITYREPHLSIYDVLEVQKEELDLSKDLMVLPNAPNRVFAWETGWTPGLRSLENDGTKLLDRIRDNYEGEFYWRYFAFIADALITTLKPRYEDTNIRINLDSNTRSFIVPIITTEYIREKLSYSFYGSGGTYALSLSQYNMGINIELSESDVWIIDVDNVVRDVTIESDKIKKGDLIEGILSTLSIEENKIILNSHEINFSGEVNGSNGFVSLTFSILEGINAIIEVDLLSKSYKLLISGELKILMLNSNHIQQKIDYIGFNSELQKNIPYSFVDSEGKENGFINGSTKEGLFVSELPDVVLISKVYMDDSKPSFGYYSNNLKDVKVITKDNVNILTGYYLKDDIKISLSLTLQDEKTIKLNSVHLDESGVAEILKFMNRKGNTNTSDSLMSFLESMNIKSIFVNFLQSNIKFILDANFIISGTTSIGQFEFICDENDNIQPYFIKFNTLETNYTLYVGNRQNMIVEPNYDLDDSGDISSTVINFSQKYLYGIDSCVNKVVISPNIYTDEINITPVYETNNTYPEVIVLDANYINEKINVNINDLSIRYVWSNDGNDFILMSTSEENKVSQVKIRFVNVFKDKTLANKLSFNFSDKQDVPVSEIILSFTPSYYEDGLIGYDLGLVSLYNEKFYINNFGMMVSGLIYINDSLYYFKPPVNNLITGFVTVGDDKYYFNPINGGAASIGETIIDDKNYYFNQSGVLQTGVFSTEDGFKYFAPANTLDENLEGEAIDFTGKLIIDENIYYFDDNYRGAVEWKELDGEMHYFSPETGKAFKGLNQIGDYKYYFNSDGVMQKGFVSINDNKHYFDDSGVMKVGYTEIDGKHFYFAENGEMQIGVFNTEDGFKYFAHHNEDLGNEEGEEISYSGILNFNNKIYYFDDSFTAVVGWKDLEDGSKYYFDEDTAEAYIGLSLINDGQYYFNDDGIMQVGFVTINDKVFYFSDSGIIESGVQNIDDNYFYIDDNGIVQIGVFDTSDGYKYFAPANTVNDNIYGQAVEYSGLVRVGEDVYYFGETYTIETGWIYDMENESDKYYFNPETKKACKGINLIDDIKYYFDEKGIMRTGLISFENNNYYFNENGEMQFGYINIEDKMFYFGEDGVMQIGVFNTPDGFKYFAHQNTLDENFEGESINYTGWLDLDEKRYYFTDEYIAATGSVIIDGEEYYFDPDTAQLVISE
The depositor's hits bear a star; & = joins results of further samples. These rows are one share of the data. The share of hits here may be higher or lower than overall.

SMILES | TcdB inh
CO[C@H]1CN(C)C(=O)c2ccc(NC(=O)Nc3ccccc3)cc2OC[C@H](C)NC[C@@H]1C | -0.7
Cc1cccc(-c2ccc(C3[C@@H]4CN(Cc5cccnc5)C[C@H]3N4)cc2)c1 (some centres undefined) | 0.0
O=C(C[C@H]1CC[C@H](NC(=O)C2CCOCC2)[C@H](CO)O1)NCC1CCCCC1 | 0.1
CN1CCN(C(=O)C[C@H]2CC[C@@H]3[C@H](COC[C@@H](O)CN3C(=O)Nc3cc(Cl)cc(Cl)c3)O2)CC1 | -0.2
COc1ccc(CN(C)C[C@H]2Oc3ccc(NS(C)(=O)=O)cc3C(=O)N([C@@H](C)CO)C[C@H]2C)cc1 | -0.4
C[C@H]1CN([C@@H](C)CO)C(=O)c2cc(-c3ccccc3F)cnc2O[C@H]1CN(C)C(=O)c1ccccn1 | -0.3
C[C@@H]1CN([C@H](C)CO)C(=O)Cc2cc(NS(C)(=O)=O)ccc2O[C@@H]1CN(C)C | 0.7
C[C@H]1CN([C@@H](C)CO)S(=O)(=O)c2ccc(-c3cccc(C#N)c3)cc2O[C@@H]1CN(C)Cc1cccc(F)c1 | -4.6
Cc1ccc(S(=O)(=O)N(C)C[C@H]2Oc3c(NC(=O)c4ccncc4)cccc3C(=O)N([C@H](C)CO)C[C@H]2C)cc1 | -0.1
Cc1noc(C)c1NC(=O)Nc1cccc2c1O[C@@H](CN(C)S(=O)(=O)c1cccs1)[C@@H](C)CN([C@H](C)CO)C2=O | 0.0
C[C@H]1CN([C@@H](C)CO)C(=O)c2cccc(NC(=O)C3CC3)c2O[C@@H]1CN(C)Cc1ccc(C(F)(F)F)cc1 | 1.7
COc1cccc(NC(=O)N2C[C@H](O)COC[C@H]3O[C@@H](CC(=O)NCc4ccccc4F)CC[C@@H]32)c1 | 0.1
O=C([C@H]1[C@H](CO)[C@H]2Cn3c(cccc3=O)[C@@H]1N2CCC(F)(F)F)N1CCCCC1 | 0.1
CC(C)NC(=O)Nc1ccc2c(c1)C(=O)N([C@@H](C)CO)C[C@@H](C)[C@@H](CN(C)Cc1ccc(Oc3ccccc3)cc1)O2 | -0.1
C[C@@H]1CCCCO[C@H](CN(C)Cc2ccc(C(F)(F)F)cc2)[C@@H](C)CN([C@@H](C)CO)C(=O)c2cc(NC(=O)Nc3ccc(F)cc3)ccc2O1 | 0.4
CC(C)(C)[S@@](=O)N1Cc2cc(C(=O)NCCN3CCCC3)nc(-c3cccc(-c4cccc(C#N)c4)c3)c2[C@H]1CCO | -0.8
C[C@H]1CN([C@@H](C)CO)C(=O)c2cc(C#Cc3cccc(F)c3)cnc2O[C@@H]1CN(C)C(=O)C1CCC1 | 1.0
COc1ccccc1C#Cc1ccc2c(c1)[C@H]1[C@H](CCN1C(=O)c1cccc(F)c1)[C@H](CO)N2 | -0.6
C[C@@H]1CCCCO[C@@H](CN(C)Cc2ccc(Cl)c(Cl)c2)[C@@H](C)CN([C@H](C)CO)C(=O)c2cc(NS(C)(=O)=O)ccc2O1 | -0.2
COc1ccccc1NC(=O)N(C)C[C@H]1Oc2ncc(C#CCC(C)C)cc2C(=O)N([C@@H](C)CO)C[C@@H]1C | -0.4

In another format: results already given
| SMILES | TcdB inh |
| --- | --- |
| C[C@H]1CN([C@@H](C)CO)C(=O)c2cc(C#Cc3cccc(F)c3)cnc2O[C@@H]1CN(C)C(=O)C1CCC1 | 1.0 |
| Cc1cccc(-c2ccc(C3[C@@H]4CN(Cc5cccnc5)C[C@H]3N4)cc2)c1 (some centres undefined) | 0.0 |
| C[C@@H]1CCCCO[C@H](CN(C)Cc2ccc(C(F)(F)F)cc2)[C@@H](C)CN([C@@H](C)CO)C(=O)c2cc(NC(=O)Nc3ccc(F)cc3)ccc2O1 | 0.4 |
| COc1ccccc1NC(=O)N(C)C[C@H]1Oc2ncc(C#CCC(C)C)cc2C(=O)N([C@@H](C)CO)C[C@@H]1C | -0.4 |
| COc1cccc(NC(=O)N2C[C@H](O)COC[C@H]3O[C@@H](CC(=O)NCc4ccccc4F)CC[C@@H]32)c1 | 0.1 |

Following part:
SMILES | TcdB inh
Cc1noc(C)c1NC(=O)N(C)C[C@@H]1Oc2c(NS(=O)(=O)c3cccs3)cccc2C(=O)N([C@H](C)CO)C[C@@H]1C | -1.2
C[C@H]1CN([C@@H](C)CO)C(=O)c2cccc(NC(=O)Nc3ccc(F)cc3)c2O[C@@H]1CN(C)CC1CC1 | 0.4
C[C@@H]1CCCCO[C@H](CN(C)C(=O)C2CCCCC2)[C@@H](C)CN([C@H](C)CO)C(=O)c2cc(NC(=O)NC3CCCCC3)ccc2O1 | 0.6
Cc1cccc(-c2ccc([C@@H]3[C@@H](CO)N4CCCCN(C(=O)c5cccnc5)C[C@@H]34)cc2)c1 | 0.6
Cc1ccc(S(=O)(=O)Nc2ccc3c(c2)CC(=O)N([C@@H](C)CO)C[C@@H](C)[C@@H](CN(C)C(=O)Nc2c(C)noc2C)O3)cc1 | 1.6
COc1ccccc1-c1ccc2n(c1=O)C[C@H]1[C@H](CO)[C@@H](C(=O)NCc3ccccc3F)N[C@@H]21 | -0.2
CC(C)CC#Cc1ccc2c(c1)O[C@H](CN(C)Cc1ccccc1F)[C@H](C)CN([C@@H](C)CO)S2(=O)=O | 0.6
O=C(C[C@H]1CC[C@H]2[C@@H](COC[C@@H](O)CN2Cc2ccccc2)O1)NCCCN1CCOCC1 | -0.6
Cc1noc(C)c1NC(=O)N(C)C[C@@H]1Oc2ccc(NC(=O)NC3CCCCC3)cc2CC(=O)N([C@@H](C)CO)C[C@H]1C | -2.2
Cc1ccc(S(=O)(=O)Nc2ccc3c(c2)C(=O)N([C@H](C)CO)C[C@@H](C)[C@H](CN(C)CC2CC2)O3)cc1 | -0.3
CC(C)NC(=O)Nc1ccc2c(c1)C(=O)N([C@@H](C)CO)C[C@H](C)[C@H](CN(C)S(=O)(=O)c1ccccc1)OCCCC[C@@H](C)O2 | 0.2
CNC[C@@H]1Oc2ccc(NC(=O)Cc3cn(C)c4ccccc34)cc2C(=O)N([C@H](C)CO)C[C@H]1C | -1.8
O=C(C[C@@H]1C[C@H]2c3cc(NC(=O)c4ccc5c(c4)OCO5)ccc3O[C@H]2[C@H](CO)O1)NCC1CC1 | 0.2
COCC(=O)Nc1ccc2c(c1)OC[C@H](C)N(CC1CCCCC1)C[C@@H](C)[C@@H](OC)CN(C)C2=O | 1.3
CC(=O)N1[C@@H]2c3ccc(-c4cccnc4)c(=O)n3C[C@H]1[C@H](CO)[C@H]2C(=O)NC1Cc2ccccc2C1 | 0.8
COc1cccc(NC(=O)Nc2ccc3c(c2)C(=O)N(C)[C@H]2CC[C@@H](CC(=O)NCCc4ccccc4)O[C@H]2CO3)c1 | 0.7
COCC(=O)NC[C@H]1[C@H](c2ccccc2)[C@@H](CO)N1C(C)=O | 0.3
COc1ccc(-c2ccccc2[C@@H]2[C@@H](C#N)N(C(=O)C3CCC3)[C@H]2CO)cc1 | 3.4
COc1cccc(-c2ccc([C@@H]3[C@H]4CN(S(=O)(=O)c5cccs5)CCCCN4[C@H]3CO)cc2)c1 | -0.6
CCC(=O)Nc1ccc2c(c1)OC[C@H](C)N(Cc1cccnc1)C[C@H](C)[C@@H](OC)CN(C)C2=O | -1.6

Reformatted with tabs: 5 of the compounds above.
SMILES	TcdB inh
COc1ccccc1NC(=O)N(C)C[C@H]1Oc2ncc(C#CCC(C)C)cc2C(=O)N([C@@H](C)CO)C[C@@H]1C	-0.4
Cc1cccc(-c2ccc([C@@H]3[C@@H](CO)N4CCCCN(C(=O)c5cccnc5)C[C@@H]34)cc2)c1	0.6
CO[C@H]1CN(C)C(=O)c2ccc(NC(=O)Nc3ccccc3)cc2OC[C@H](C)NC[C@@H]1C	-0.7
Cc1noc(C)c1NC(=O)Nc1cccc2c1O[C@@H](CN(C)S(=O)(=O)c1cccs1)[C@@H](C)CN([C@H](C)CO)C2=O	0.0
C[C@@H]1CCCCO[C@H](CN(C)Cc2ccc(C(F)(F)F)cc2)[C@@H](C)CN([C@@H](C)CO)C(=O)c2cc(NC(=O)Nc3ccc(F)cc3)ccc2O1	0.4

New compounds follow:
SMILES | TcdB inh
CO[C@@H]1CN(C)C(=O)c2cc(NC(=O)c3ccc4c(c3)OCO4)ccc2OC[C@H](C)NC[C@H]1C | -0.6
CN1C(=O)c2cc(NC(=O)C3CCC3)ccc2OC[C@H]2O[C@@H](CC(=O)NCc3ccccc3F)CC[C@@H]21 | -1.2
CC(C)NC(=O)N1[C@H](C#N)[C@@H](c2ccccc2-c2ccc(F)cc2)[C@@H]1CO | 0.9
C[C@@H](NC(=O)C[C@@H]1CC[C@@H]2[C@H](COC[C@H](O)CN2C(=O)Nc2cc(Cl)cc(Cl)c2)O1)c1ccccc1 | 0.2
CC(=O)N(C)C[C@@H]1Oc2cc(-c3cccc(F)c3)ccc2S(=O)(=O)N([C@H](C)CO)C[C@H]1C | 0.2
CNC[C@H]1Oc2ccc(NS(=O)(=O)c3ccccc3)cc2CC(=O)N([C@@H](C)CO)C[C@@H]1C | -0.1
COc1ccc(NC(=O)N(C)C[C@@H]2OCCCC[C@H](C)Oc3ccc(NC(=O)CCCN(C)C)cc3C(=O)N([C@@H](C)CO)C[C@H]2C)cc1 | 1.1
C[C@H](CO)N1C[C@H](C)[C@H](CN(C)C)Oc2ccc(N(C)C)cc2CC1=O | -6.0
O=C(C[C@@H]1C[C@@H]2c3cc(NS(=O)(=O)c4ccccc4)ccc3O[C@@H]2[C@H](CO)O1)NCC(F)(F)F | 2.4
O=C(C1CCC1)N1C[C@H]2[C@@H](c3ccccc31)[C@@H](CO)N2C(=O)c1ccccc1 | -0.9
CS(=O)(=O)N1CC(=O)N2[C@H](CO)[C@@H](c3ccc(Br)cc3)[C@H]2C1 | -2.5
CC(C)C#Cc1cnc2c(c1)C(=O)N([C@H](C)CO)C[C@@H](C)[C@H](CN(C)C(=O)c1ccccc1)O2 | -0.9
O=S(=O)(c1ccccc1)N1CCCCN2[C@H](C1)[C@@H](c1ccc(-c3cncnc3)cc1)[C@@H]2CO | 0.7
CO[C@H]1CC[C@H]2CCN(C)C(=O)C[C@H](c3ccccc3)CN(C)C(=O)c3cc(C#N)ccc3OC[C@H]1O2 | -1.4
Cc1noc(C)c1S(=O)(=O)Nc1ccc2c(c1)CC(=O)N([C@@H](C)CO)C[C@H](C)[C@@H](CN(C)S(=O)(=O)c1ccccc1)O2 | 0.5
Cc1ccccc1S(=O)(=O)NCC[C@H]1CC[C@H](NC(=O)C2CCCCC2)[C@H](CO)O1 | -5.0
COc1ccc(S(=O)(=O)N(C)C[C@@H]2Oc3ccc(NS(C)(=O)=O)cc3CC(=O)N([C@@H](C)CO)C[C@H]2C)cc1 | 0.3
COCC(=O)Nc1ccc2c(c1)C(=O)N(C)C[C@H](OC)[C@@H](C)CN(CCc1ccccc1)[C@H](C)CO2 | 0.6
C/C=C/c1ccc2c(c1)O[C@H](CN(C)Cc1cncnc1)[C@@H](C)CN([C@@H](C)CO)S2(=O)=O | -0.2
Cc1ccccc1-c1ccc2c(c1)O[C@H](CN(C)C(=O)Nc1ccc(C(F)(F)F)cc1)[C@@H](C)CN([C@H](C)CO)S2(=O)=O | 0.3
Cc1noc(C)c1S(=O)(=O)Nc1ccc2c(c1)C(=O)N([C@@H](C)CO)C[C@@H](C)[C@H](CN(C)C(=O)CCC(F)(F)F)OCCCC[C@@H](C)O2 | 0.2
COc1ccccc1-c1cn(CC[C@H]2CC[C@@H](NC(=O)C3CC3)[C@H](CO)O2)nn1 | 0.2
C[C@H]1CN([C@@H](C)CO)C(=O)c2cc(N(C)C)ccc2O[C@H]1CN(C)S(=O)(=O)c1cn(C)cn1 | -7.5
CCC(=O)N1[C@H](C(=O)NC2CCCC2)[C@@H](CO)[C@@H]2Cn3c(ccc(C4=CCCC4)c3=O)[C@@H]21 | -0.7
C[C@@H]1CCCCO[C@H](CN(C)S(C)(=O)=O)[C@@H](C)CN([C@H](C)CO)C(=O)c2cc(NS(=O)(=O)c3ccccc3)ccc2O1 | 0.1
C[C@H](CO)N1C[C@H](C)[C@@H](CN(C)S(C)(=O)=O)Oc2ccc(NC(=O)Cc3ccccc3)cc2C1=O | -0.9&-1.1
Cc1ccc(-c2cnc3c(c2)C(=O)N([C@H](C)CO)C[C@@H](C)[C@H](CN(C)C(=O)Cc2ccncc2)O3)cc1 | -0.3
O=C(C[C@@H]1C[C@H]2c3cc(NC(=O)NC4CCCCC4)ccc3O[C@H]2[C@@H](CO)O1)NCC1CC1 | 5.6
COc1cccc(S(=O)(=O)N2C[C@@H](O)COC[C@H]3O[C@@H](CC(=O)N4CCN(C)CC4)CC[C@@H]32)c1 | -0.4
C[C@@H]1CN([C@@H](C)CO)C(=O)Cc2cc(NC(=O)Nc3ccccc3)ccc2O[C@H]1CN(C)S(=O)(=O)c1cccs1 | -0.4
CNC[C@@H]1OCCCC[C@@H](C)Oc2ccc(NC(=O)c3ccncc3)cc2C(=O)N([C@@H](C)CO)C[C@H]1C | 0.8
CCC(=O)Nc1ccc2c(c1)C(=O)N(C)C[C@@H](OC)[C@@H](C)CN(C(=O)C1CCC1)[C@@H](C)CO2 | -0.2
CCC(=O)N1C[C@@H](C)[C@H](OC)CN(C)C(=O)c2cc(NC(=O)Nc3cccc(F)c3)ccc2OC[C@@H]1C | -0.8
Cc1noc(C)c1NC(=O)Nc1ccc2c(c1)CC(=O)N([C@@H](C)CO)C[C@H](C)[C@@H](CN(C)C(=O)Nc1ccccc1)O2 | -0.3
O=C(Nc1ccc(F)cc1)N1CCCCN2[C@H](C1)[C@H](c1ccc(C3=CCCCC3)cc1)[C@@H]2CO | 0.8
O=C(Nc1cccc(F)c1)N1C[C@@H]2[C@H](c3ccccc31)[C@@H](CO)N2C(=O)Cc1ccccn1 | -0.6
C[C@@H]1CN([C@H](C)CO)C(=O)c2cc(C3=CCCCC3)cnc2O[C@@H]1CN(C)C(=O)c1ccccc1 | 2.7
Cc1ccccc1-c1ccc([C@H]2[C@H]3CN(C(=O)NC4CCCC4)CC(=O)N3[C@H]2CO)cc1 | 0.4
C[C@H](CO)N1C[C@H](C)[C@H](CN(C)S(C)(=O)=O)OCCCC[C@H](C)Oc2ccc(NC(=O)Cc3ccccc3)cc2C1=O | 0.4
CO[C@H]1CN(C)C(=O)c2ccc(NC(=O)c3cccc(F)c3)cc2OC[C@@H](C)N(C(C)=O)C[C@@H]1C | 0.7
C[C@@H](NC(=O)C[C@@H]1C=C[C@H](NC(=O)C2CCC2)[C@@H](CO)O1)c1ccccc1 | -9.0
